# ERG-DNA inh: blocks human ERG Ets domain binding to DNA; fluorescence polarization, His-ERG Ets domain / labelled DNA; Potency, µM (titrated, usually from 76.9 µM), inactives show top-dose FP activity, negative = inhibition, actives largely listed as inhibitors; 370,000 compounds, 0.028% hits; active = well fitted inhibition curve with a large enough effect in the polarisation, with a control signal flat; inconclusive = small, poorly fitted or top-dose-only effect, or effect the other way, or a change in a side signal; inactive = no such curve, though single readings can be large or run the other way; the % refers to the polarisation;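 also: polarization taken with two DNA probes labelled with fluorescein and Texas red; potency is read from the fitted curve at half-maximal effect; % of control where 0% means no effect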
#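 His-tagged ERG Ets domain (1 uM in the protein solution; 300mM KCl, 50mM Tris-HCl, 1mM EDTA, 1mM DTT, pH 7.5) received compound, then a probe mix of 5 nM fluorescein-DNA and 100nM Texas-615-DNA. Fluorescence polarization was read for both dyes.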
# APEX1 inh: inhibitors of human APE1 endonuclease; P27695; recombinant APE1, TAMRA/BHQ-2 abasic DNA cleavage fluorescence; Potency, µM (series often up to 65.8 µM), inactives show at the top dose activity change, negative = inhibition, actives largely listed as inhibitors; 350,000 compounds, 0.35% hits; AID 2517;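 also: potency is read from the fitted curve at half-maximal effect; plate controls were vehicle for no effect and reference inhibitor for full effect; nearly all actives have a fitted effect of over 55% in size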
#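 APE1 at 0.75 nM preincubated 15 min at room temperature with compound. Reaction then started with 50 nM double-stranded THF-abasic substrate labelled with TAMRA/BHQ-2, and 525/598 nm fluorescence read kinetically. Activity taken as third-minus-first read difference, normalized to DMSO and NSC13755 controls.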
# RGS4 inhibitor: inhibitors of human regulator of G protein signaling 4 | Potency, µM (doses to about 114 µM), for the others: at the highest dose activity change, negative = inhibition, hits mostly inhibitors | 390,000 compounds, 0.039% hits | Transcreener GDP fluorescence polarization, RGS4-accelerated GTP hydrolysis; also: potency is read from the fitted curve at half-maximal effect; % is scaled to controls: 0 for no effect and ±100 for the full control effect; nearly all actives have a fitted effect of over 75% in size; some results filed as inactive show a strong effect at the top dose
# Target sequence (P49798 whole entry, looked up): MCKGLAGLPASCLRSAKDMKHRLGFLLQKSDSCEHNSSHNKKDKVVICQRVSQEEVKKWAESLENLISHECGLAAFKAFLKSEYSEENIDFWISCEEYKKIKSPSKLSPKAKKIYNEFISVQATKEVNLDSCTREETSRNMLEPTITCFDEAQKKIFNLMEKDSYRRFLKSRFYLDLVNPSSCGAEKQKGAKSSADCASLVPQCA
#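 MLSMR compounds (23 nl, pin-transferred) preincubated 10 min at room temperature with a 500nM (2x) first reagent, then RGS4 at 900nM (2x) plus Transcreener GDP mix added; fluorescence polarization (620/688 nm) read before and after 90 min at 30 °C.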
# Pol eta inh: blocks human DNA polymerase eta activity; recombinant Pol eta, fluorescent DNA replication assay; Potency, µM (doses to about 114 µM), without a hit: top-dose activity change, negative = inhibition, most hits filed as inhibitors; 390,000 compounds, 1.2% hits; AID 588591; Q9Y253; also: potency is read from the fitted curve at half-maximal effect; % is scaled to controls: 0 for no effect and ±100 for the full control effect
#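 Fluorescent replication assay: 50 nM final substrate added after a 15 min room-temperature compound preincubation with 10 nM enzyme. Signal taken at 0 min and again at 10 min.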
# Pol beta inh: blocks human DNA polymerase beta activity. AID 485314. Potency, µM (series often up to 114 µM), for the others: at the highest dose activity change, negative = inhibition, actives largely listed as inhibitors. Pol beta primer extension/strand displacement, fluorescence kinetic. 340,000 compounds, 1.3% hits; also: potency is read from the fitted curve at half-maximal effect; % is scaled to controls: 0 for no effect and ±100 for the full control effect
#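 Curves were derived by four-parameter Hill fits of normalized qHTS data. The kinetic fluorescent primer-extension read was taken at 0 and 10 min after 50 nM substrate, following a 15 min room-temperature preincubation of 10 nM enzyme with compounds.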
# Apoferritin bind: candidate novel general anesthetic via apoferritin binding; Potency, µM (top dose mostly 77.5 µM), without a hit: top-dose activity change, negative = displacement, actives largely listed as inhibitors; 350,000 compounds, 0.074% hits; AID 485281; apoferritin/1-aminoanthracene competitive binding, fluorescence; also: potency is read from the fitted curve at half-maximal effect; % is scaled to controls: 0 for no effect and ±100 for the full control effect; nearly all actives have a fitted effect of over 20% in size
# Target sequence (P02791 2-175 limits assumed): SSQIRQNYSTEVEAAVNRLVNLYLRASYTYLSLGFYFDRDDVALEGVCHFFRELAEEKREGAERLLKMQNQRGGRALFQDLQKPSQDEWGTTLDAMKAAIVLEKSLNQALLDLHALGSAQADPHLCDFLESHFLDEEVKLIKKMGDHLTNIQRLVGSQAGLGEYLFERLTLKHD
#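 Probe: 1-aminoanthracene (50% saturated, PBS). Protein: horse-spleen apoferritin, 10 uM. Incubation: 10 min, room temperature. Detection: 380 nm excitation, 535 nm emission. Analysis: normalized response, four-parameter Hill.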
# LDHA block: LDHA (human) enzyme inhibition; P00338; purified LDHA, NADH/diaphorase-resazurin fluorescence; hits give low values; activity change, % (values are at about 110 or 230 µM); 480,000 compounds, 0.15% hits; in the data active = activity change below about -30%; inconclusive = mostly about -25% to -30%;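 also: plate controls were DMSO wells for no effect and wells without enzyme for full effect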
#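 LDH5 2 nM; NADH 0.06 mM, pyruvate 0.2 mM; 200 mM Tris pH 7.4, EDTA, Tween-20; 5 min RT. Detection: diaphorase 0.133 mg/mL + resazurin 37 µM, fluorescence ex540/em590 at 0 and 20 min; normalized to enzyme-free and DMSO wells.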
# 12-LOX inh: ALOX12 (human) lipoxygenase inhibition; P18054; Potency, µM (titrated, usually from 108 µM), without a hit: at the top dose activity change, negative = inhibition, actives largely listed as inhibitors; purified 12hLO, xylenol orange hydroperoxide absorbance; 580,000 compounds, 1.1% hits; also: potency is read from the fitted curve at half-maximal effect; % is scaled to controls: 0 for no effect and ±100 for the full control effect
# Target sequence (P18054 whole entry, looked up): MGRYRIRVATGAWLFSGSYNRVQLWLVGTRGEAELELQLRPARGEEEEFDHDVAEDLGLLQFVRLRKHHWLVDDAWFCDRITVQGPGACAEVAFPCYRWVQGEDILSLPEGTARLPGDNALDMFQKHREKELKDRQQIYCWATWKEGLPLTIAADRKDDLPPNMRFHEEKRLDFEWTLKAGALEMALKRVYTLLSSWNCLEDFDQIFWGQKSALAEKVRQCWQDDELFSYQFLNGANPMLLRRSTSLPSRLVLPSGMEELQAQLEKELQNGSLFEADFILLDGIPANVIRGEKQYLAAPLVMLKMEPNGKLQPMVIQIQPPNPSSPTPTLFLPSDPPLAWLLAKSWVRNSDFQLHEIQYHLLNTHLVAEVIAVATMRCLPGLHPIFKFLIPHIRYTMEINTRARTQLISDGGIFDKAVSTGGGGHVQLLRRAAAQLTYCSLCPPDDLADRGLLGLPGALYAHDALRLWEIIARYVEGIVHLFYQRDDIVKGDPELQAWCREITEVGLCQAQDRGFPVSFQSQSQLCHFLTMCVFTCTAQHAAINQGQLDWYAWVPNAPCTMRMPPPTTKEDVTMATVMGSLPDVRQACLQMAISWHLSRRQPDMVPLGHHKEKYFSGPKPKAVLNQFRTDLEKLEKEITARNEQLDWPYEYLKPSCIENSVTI
#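 Purified human 12hLO at 150 nM in 25 mM Hepes, 0.01% Triton X-100, pH 7.0, preincubated 15 min at room temperature with compound. Reaction started with 40 uM arachidonic acid, 30 min at room temperature. Hydroperoxide measured by Fe-xylenol orange, 573/405 nm absorbance ratio.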
# Pol kappa inh: DNA polymerase kappa (human) inhibition; 400,000 compounds, 0.53% hits; Q9UBT6; Potency, µM (series often up to 107 µM), for inactives: at the top dose activity, negative = inhibition, most hits filed as inhibitors; purified Pol kappa, fluorescent DNA synthesis assay, 10 min; also: potency is read from the fitted curve at half-maximal effect; % is scaled to controls: 0 for no effect and ±100 for the full control effect
#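 Kinetic fluorescence screen: compound preincubated 15 min RT with 10 nM enzyme; 50 nM substrate (final) initiates; reads at 0/10 min.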
# * = called active by the depositor; i = inactive; u = inconclusive; x = no result given; [ ] = dose if it differs, or a comment. Unless noted, calls follow the shape of the dose curve; as a rule, active = well fitted curve in the direction sought with a large enough effect; inconclusive = small, poorly fitted or top-dose-only effect, or another doubt; inactive = no such curve, though single readings can be large; an effect the other way counts as inactive or inconclusive. This is a subset; the hit share may differ from the screen's.
SMILES,ERG-DNA inh,APEX1 inh,RGS4 inhibitor,Pol eta inh,Pol beta inh,Apoferritin bind,LDHA block,12-LOX inh,Pol kappa inh
CCCC(=O)Nc1cc(C)c2c(=O)oc3ccccc3c2n1,-11%,0%,-9%,-16%,0%,-5%,-1,-21%,2%
CCCCC(=O)NS(=O)(=O)c1ccc(N=NN2CCOCC2)cc1,-10%,4%,5%,-4%,2%,3%,-3,-15%,-2%
Cc1sc2nc(SC3CCOC3=O)n(Cc3ccccc3)c(=O)c2c1C (stereo not given),10%,-6%,21%,-5%,u,-15%,-10,-11%,-8%
CC1=C(C(=O)Nc2cccnc2)C(c2ccc3c(c2)OCO3)C2=C(CCCC2=O)N1 (stereo not given),-7%,5%,11%,-3%,3%,26%,5,-9%,-2%
c1ccc(C2CNCc3c2ccc2ccccc32)cc1 (stereo not given),7%,0%,6%,-20%,2%,-1%,-2,-5%,-15%
Cc1ccc(OCCCCn2c(CCNC(=O)C(C)(C)C)nc3ccccc32)cc1,7%,x,4%,u,-18%,2%,-2,-22%,4%
CCC(CC)C(=O)NCCc1ccc(S(N)(=O)=O)cc1,-1%,-1%,-11%,-5%,0%,5%,0,0%,-6%
CCCCc1nnc(NC(=O)c2nc3nccc(C)n3n2)s1,6%,-4%,1%,-8%,u,-9%,-5,-7%,-6%
O=C(NC(C(=O)N/N=C/c1ccccn1)c1n[nH]c(=O)c2ccccc12)c1ccccc1 (stereo not given),1%,-1%,-2%,-20%,1%,0%,-4,21%,3%
CCOC(=O)C1CCN(c2c(NCCN(CC)c3ccccc3)c(=O)c2=O)CC1,-2%,3%,10%,-22%,46%,5%,3,-1%,-1%
Cc1nnc(NC(=O)CSc2nnc(CNC(=O)c3ccccc3)n2-c2ccccc2)s1,-6%,-7%,-4%,-12%,3%,6%,-11,51%[activator],-12%
Cc1ccc(NC(=O)CSc2nnc(Cc3ccccc3)c(=O)[nH]2)c(C)c1,-6%,-7%,-14%,-11%,x,x,1,-23%,14%
Cn1ccnc1Sc1cc(NCCCO)c([N+](=O)[O-])c2nonc12,10%,1%,-51%,-4%,2%,-11%,-6,-17%,-5%
Cc1c2cnn(CC(=O)NCCN3CCOCC3)c(=O)c2c(C)n1Cc1ccccc1F,-3%,x,10%,-3%,x,x,-6,9%,-23%
CCn1nnc2cc(C(=O)Nc3cccc(C(F)(F)F)c3)ccc21,-2%,x,1%,-3%,-8%,-9%,-5,-13%,-4%
Cc1ccccc1N=C1NC(=O)/C(=C/c2cccnc2)S1,9%,-1%,5%,-10%,0%,-13%,-7,-5%,0%
O=C(NNC(=S)NC(=O)c1ccccc1[N+](=O)[O-])c1ccccc1,1%,-1%,-41%,-17%,1%,-1%,-13,-18%,-1%
C1=C(c2ccccc2)N2CCN=C2S1,2%,1%,6%,-5%,-11%,-9%,-7,-4%,-17%
CCCOc1ccc(C2=NC(c3ccc(F)cc3)=Nc3ccc(OC)cc3N2)cc1,-2%,x,-2%,x,u,-13%,-6,-12%,-4%
COc1ccccc1-n1cnnc1SC(C)C(=O)Nc1cccc([N+](=O)[O-])c1 (stereo not given),-2%,-2%,-20%,-9%,9%,-7%,-3,7%,-3%
COc1ccc(OC)c(C(=O)c2ccc(C(=O)Nc3cccc4ccccc34)cc2)c1,0%,-7%,-7%,-14%,48%,-17%,-4,-4%,-20%
CCOC(=O)c1nnn2c1nc(SCC(C)=O)c1ccccc12,-5%,1%,-23%,-14%,-16%,12%,-3,0%,-1%
CC(C)(C)C(=O)c1cnc(Nc2ccccc2)s1,12%,u,18%,-15%,6%,-8%,2,-18%,-5%
CCC(Sc1ccc(C(=O)O)cc1)C(=O)O (stereo not given),4%,0%,3%,u,-15%,-3%,1,-1%,-41%
Cc1ccc(N2CCN(C(=O)c3cc(S(=O)(=O)N4CCCCC4)c[nH]3)CC2)c(C)c1,7%,x,3%,-12%,-21%,-22%,0,u,-8%

# Not a retest: entries from further up.
SMILES,ERG-DNA inh,APEX1 inh,RGS4 inhibitor,Pol eta inh,Pol beta inh,Apoferritin bind,LDHA block,12-LOX inh,Pol kappa inh
CCC(Sc1ccc(C(=O)O)cc1)C(=O)O (stereo not given),4%,0%,3%,u,-15%,-3%,1,-1%,-41%
Cc1ccc(N2CCN(C(=O)c3cc(S(=O)(=O)N4CCCCC4)c[nH]3)CC2)c(C)c1,7%,x,3%,-12%,-21%,-22%,0,u,-8%

# Next section:
SMILES,ERG-DNA inh,APEX1 inh,RGS4 inhibitor,Pol eta inh,Pol beta inh,Apoferritin bind,LDHA block,12-LOX inh,Pol kappa inh
O=C(CSCc1ccc(F)cc1)N1CCc2c([nH]c3ccccc23)C1c1ccccc1 (stereo not given),1%,x,12%,-24%,0%,2%,-8,u,-4%[60.1 µM]
O=C(Nc1nc(-c2ccccc2)cs1)c1ccc2c(=O)n3c(nc2c1)CCCCC3,3%,5%,11%,-18%,0%[57.1 µM],-15%,-3,-4%,4%
O=C(CCCc1ccccc1)NC1CC(=O)N(c2ccc(F)cc2)C1 (stereo not given),-3%,x,17%,-1%,1%,5%,-10,-14%,-4%[60.1 µM]
O=C(Cc1ccc(Cl)cc1)Nc1ccccc1C(=O)N1CCCC1,8%,-10%,5%,-2%,13%,-8%,-6,i,-11%
CCOC(=O)C(=O)NCC(c1cccs1)S(=O)(=O)c1ccc(F)cc1 (stereo not given),3%,-14%,-19%,-9%,x,x,-10,-24%,0%
O=C(Nc1ccccc1F)c1c[nH]c(=O)[nH]c1=O,-3%,3%,-21%,-1%,-23%,-1%,-14,-30%,-22%
CCC(=O)Nc1sc2c(c1C(=O)Nc1ccccc1C)CCC(C)C2 (stereo not given),0%,x,-38%,-18%,1%,28%,-2,-23%,-4%[60.1 µM]
Cc1ccccc1-c1nnc(SCc2ccc(F)cc2)o1,7%,0%,-30%,7%,-28%,-6%,2,u,-8%
CCOc1cc(CNCC2CCCO2)cc(Br)c1OCC(N)=O (stereo not given),2%,-4%,-13%,-10%,25%,-6%,-2,-36%,-8%
COc1cccc(-n2cc(C(=O)OCc3ccc(F)c(F)c3)c3ccccc3c2=O)c1,6%,x,-24%,2%,11%,-10%,-2,-21%,-13%[60.1 µM]
COc1ccccc1NC(=S)N(Cc1ccco1)Cc1cc2cccc(C)c2[nH]c1=O,-6%,-3%,18%,-9%,4%,-13%,-3,-17%,-16%
Cc1ccc(C(=O)Nc2onc(C)c2C#N)cc1,1%,1%,-16%[11.4 µM],-20%,2%,1%,-1,0%,-1%
COC(=O)c1c(-c2ccsc2)sc2ccc(-c3cc(OC)c(OC)c(OC)c3)cc12,-1%,12%,3%,-20%,x,x,-5,-9%,-3%
C=C[C@](C)(CC[C@@]1(C)C(C)CC(OC2OC(C)C(OC3OC(COC(C)=O)C(O)C(O)C3O)C(O)C2O)[C@@]2(C)C(C)=CCCC12)OC1OC(C)C(O[C@@H]2O[C@@H](C)C(O)C(O)[C@H]2O)C(O)C1O (stereo not given in full),-5%,11%,26%,-7%,x,x,-1,x,-15%
c1ccc(CSc2ccc(-c3cccnc3)nn2)nc1,16%,1%,6%,-8%,8%,-2%,-9,-7%,-5%
Cc1ccc(CS(=O)(=O)c2ncc(Cl)c(C(=O)Nc3nc4ccc(C)cc4s3)n2)cc1,2%,x,-17%,-6%,27%,u,5,u,7%
COc1ccc(CCNC(=O)CC(=O)N/N=C/c2ccc(C(=O)O)cc2)cc1OC,-2%,41%,-24%,-18%,-1%,2%,-1,7%,-4%
Cc1nnsc1C(=O)N1CCCC(N2CCN(c3cccc(C(F)(F)F)c3)CC2)C1 (stereo not given),1%,13%,-11%,-17%,13%,-16%,-9,-1%,-15%
Cc1cc(NS(=O)(=O)c2ccc(NC(=O)CSc3nc4ncc(Br)cc4[nH]3)cc2)nc(C)n1,-3%,-2%,6%,4%,-17%,12%,-3,-2%,-4%
COc1cc(OC)cc(C(=O)NCC(=O)Nc2ccc(OC)c(Cl)c2)c1,-4%,-8%,-16%,-10%,4%,-7%,-2,-24%,-3%
CCOc1ccc(Cn2ccnc2CCl)cc1[N+](=O)[O-],3%,2%,-27%,-8%,3%,-13%,-1,-14%,-3%
CC1CC(C)(C)NC(=S)N1CC(=O)NCc1ccc2c(c1)OCO2 (stereo not given),-5%,2%,14%,-9%,-19%,-20%,-6,u,7%
Cc1oc2c(C)c3oc(=O)c(CCC(=O)NCCCn4ccnc4)c(C)c3cc2c1C,-26%,27%,-8%,-28%,0%,0%,1,14%,-3%
Cc1cccc(C(=O)O/N=C(/c2ccccc2)c2ccncc2)c1,-1%,-2%,12%,1%,-30%,-22%,1,3%,-9%
COc1ccc(N(CC(=O)NN=C2CCCCCCC2)S(=O)(=O)c2ccccc2)cc1,x,-1%,14%,0%,2%,-12%,-15,13%,-6%
C=C(C)COc1ccc(-c2nc(N)ncc2-c2ccc(Br)cc2)c(O)c1,-7%,14%,-14%,-21%,-11%,-15%,-1,-11%,1%
Brc1cccc(-c2nn(-c3ccccc3)c3c2cnc2cc4c(cc23)OCO4)c1,-22%,x,-11%,-12%,9%,-6%,4,-34%,-6%
O=C1NC(c2ccccc2)C(C(=O)c2cccs2)=C1O (stereo not given),-3%,-3%,44%,-8%,24%,1%,-1,u,-12%
O=C(CN(C(=O)c1csnn1)c1cccc2ccccc12)NCc1ccccc1,1%,1%,-3%,-12%,9%,3%,-3,u,-14%
